Source: PubChem BioAssay (several laboratories)
KOR beta-arrestin-1: KOR antagonists, beta-arrestin recruitment, cell-based, luminescence, uHTS (AID 1778). 0.091% of 290,000 active. KOR beta-arrestin recruitment, luminescence, antagonist mode; higher % means a stronger effect. inhibition, % at 10 µM, or IC50 in µM where a hit was titrated; further: strong numbers were not always called active
T cell HTS: T cell immune modulators affecting CD8 T cell-vesicle binding | calls only at 7 µM | 2C CD8+ T cell-vesicle binding, flow cytometry; active compounds read low | 0.068% of 330,000 active;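 active means response, share of CD8 T cells binding vesicles, and their 90th percentile fluorescence all below set limits, cut at about 80% in these data, passing the limit was not always enough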
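Material: murine 2C transgenic CD8+ T lymphocytes / Also added: QL9-peptide-loaded Drosophila micro-vesicles bearing Ld, ICAM-1 and B7-1 / Schedule: binding step 1.5 h, 37 °C, antibody labelling 20 min, ice / Signal: flow cytometry, PE anti-B7-1 (FL2) versus Alexa647 anti-CD8 (FL8), PFA-fixed / Evaluation: percent CD8+ FL2 mean versus row control / Benchmarks: naked versus QL9-loaded vesicles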
NOD2 inhibition: NOD2 signaling inhibitors, cell-based, luminescence, uHTS, HEK293 (AID 1566); 0.63% of 290,000 active; HEK293 NOD2/NF-kB luciferase reporter, luminescence; higher % means a stronger effect; inhibition, % at 4 µM; hits with a dose series show EC50 in µM; further: many of its hits are not listed in these tables
NOD1 NF-kB reporter: inhibition of NOD1-driven NF-kB reporter – cell-based, luminescence, uHTS, primary screen (AID 1578); NOD1-driven NF-kB luciferase reporter cells, luminescence; higher % means a stronger effect; 1% of 290,000 active; one-dose inhibition, % at 4 µM; EC50 in µM for titrated hits; in the data active means inhibition mostly above about 36%, no sharp cut-off; inactive means mostly below about 34%;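 further: HEK-293T reporter cells stimulated with the NOD1 agonist gamma-tri-DAP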
NTR1 agonist: agonists of NTR1, primary screen, imaging, U2OS cells, beta-arrestin-GFP, high content (AID 493036); P30989; NTR1-U2OS beta-arrestin-GFP spot imaging, agonist mode; activation, % at 20 µM; 0.17% of 330,000 active;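 active means activation at or above 40% of the spot to cytoplasm intensity ratio, with at least 20 cells analyzed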;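 further: 0% = DMSO without peptide and 100% = 100 nM NTR1 peptide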
Target sequence (P30989 whole entry, looked up): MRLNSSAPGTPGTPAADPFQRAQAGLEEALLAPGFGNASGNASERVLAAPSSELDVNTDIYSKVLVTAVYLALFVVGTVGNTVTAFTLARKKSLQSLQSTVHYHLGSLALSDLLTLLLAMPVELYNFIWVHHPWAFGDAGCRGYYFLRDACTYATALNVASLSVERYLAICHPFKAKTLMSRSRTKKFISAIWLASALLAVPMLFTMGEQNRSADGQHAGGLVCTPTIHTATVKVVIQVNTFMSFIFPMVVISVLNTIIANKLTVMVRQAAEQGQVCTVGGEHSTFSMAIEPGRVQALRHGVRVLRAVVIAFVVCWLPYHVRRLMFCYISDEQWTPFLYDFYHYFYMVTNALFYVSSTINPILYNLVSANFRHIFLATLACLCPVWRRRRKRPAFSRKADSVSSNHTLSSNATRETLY
GPR55 antagonists: GPR55 antagonists blocking LPI-driven arrestin recruitment, primary screen, imaging, U2OS, beta-arrestin-GFP, LPI agonist (AID 2013); U2OS GPR55 beta-arrestin-GFP translocation imaging, LPI antagonism; higher % means a stronger effect; inhibition, % at 10 µM, or IC50 in µM where a hit was titrated; 0.13% of 290,000 active;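 active means spots per cell inhibited over 60%, with over 100 cells counted and total cytoplasm intensity under 500,000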;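 further: U2OS cells stably carrying GPR55 and arrestin-GFP stimulated by 5 µM LPI near EC80; imaged beta-arrestin-GFP aggregate spots per cell after agonist stimulation; plate controls were LPI-stimulated DMSO wells for no effect and DMSO wells without LPI for full effect; some results filed as inactive read as strong as hits; confirmed hits need IC50 under 10 µM and bright autofluorescent wells are also inconclusive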
GPR55 beta-arrestin: selective activators of receptor GPR55 – imaging, U2OS cells, beta-arrestin-GFP redistribution, primary screen (AID 1961); U2OS GPR55 beta-arrestin-GFP redistribution imaging; higher % means a stronger effect; one-dose activation, % at 10 µM; EC50 in µM for titrated hits; 0.048% of 290,000 active;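 active means activation above 40% with more than 50 cells counted in the well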;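 further: U2OS osteosarcoma cells stably expressing GPR55 and beta-arrestin-GFP; plate controls were DMSO negative control for no effect and LPI positive control for full effect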
KOR beta-arrestin-2: kappa opioid receptor activators – cell-based, luminescence, uHTS, primary screen (AID 1777); KOR beta-arrestin recruitment, luminescence; higher % means a stronger effect; activation, % at 10 µM, or EC50 in µM where a hit was titrated; 0.02% of 280,000 active; in the data active means activation above about 50%, passing the limit was not always enough; further: a part of the inactive calls stands beside numbers as strong as those of hits
Myeloid diff 2: compounds promoting myeloid differentiation; 1% of 360,000 active; AID 624256; calls only at 10 µM; ER-HoxA9 myeloid progenitors, lysozyme-GFP differentiation, flow cytometry;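 active means normalized GFP-positive differentiation at or above the plate's own cutoff, the solvent-only control mean plus 3 SD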;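 further: cells exposed to compound for four days before flow analysis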
T cell HTS vesicle-bound %: further read-out of T cell HTS, marked with its call; double positive events, %; measured here: CD8+ vesicle-bound cell fraction;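 binding gate set so that unloaded-vesicle control wells show 10% double positive cells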
NTR1 agonist cell count 20 µM: further read-out of NTR1 agonist, marked with its call; cell count; measured here: cell count, cytotoxicity flag
Myeloid diff 2 GFP+ MAC1+ %: further read-out of Myeloid diff 2, marked with its call; GFP+ MAC1+ double positive, %; measured here: differentiation confirmed by MAC1 staining
* marks the source's active call; other numbers are inactive results; i = inactive; · = not tested or not shown; + = active, no number; [ ] = another dose, or the depositor's remark. Unless noted, no stated cut-off is given here; in the data, active means inhibition above about 50%; inactive means the rest. These rows are one share of the data (hit frequency here may not be typical).

Fields: KOR beta-arrestin-1	T cell HTS	T cell HTS vesicle-bound %	NOD2 inhibition	NOD1 NF-kB reporter	NTR1 agonist	NTR1 agonist cell count 20 µM	GPR55 antagonists	GPR55 beta-arrestin	KOR beta-arrestin-2	Myeloid diff 2	Myeloid diff 2 GFP+ MAC1+ %
(1) COC(=O)C(Cc1ccccc1)NC(=O)CNC(=O)c1sc2ccccc2c1Cl (configuration not stated)
  -38%	i	32	12%	-36%	4.3	46	14%	0.3%	-0.3%	i	2.5
(2) NC(=O)c1ccc(C(F)(F)F)n(Cc2c(Cl)cccc2Cl)c1=O
  -1%	i	4	21%	11%	13	56	0%	0.0%	-4.5%	i	3.1
(3) Cc1[nH]n(-c2ccccc2)c(=O)c1N=Nc1nccs1
  16%	i	17	7%	22%	1.3	70	2%	-0.1%	-3.8%	i	0.8
(4) COc1ccc(C(=O)CC(=O)C(=O)Nc2ccccc2)cc1
  -31%	i	65	-9%	-7%	0.0	92	-7%	-0.3%	-0.1%	i	0.7
(5) O=c1c2ccccc2nc2n1CCCS2
  13%	i	40	3%	-11%	-1.7	43	0%	0.0%	-1.5%	i	9.0
(6) COc1ccccc1N1CCN(S(=O)(=O)Cc2ccccc2Cl)CC1
  -36%	i	24	6%	-9%	1.5	33	-12%	0.2%	4.6%	i	1.7
(7) Cc1ccc(C(=O)NCCCNC(=O)COc2ccccc2Cl)cn1
  17%	i	38	14%	4%	0.6	41	14%	0.2%	-2.4%	i	0.2
(8) Cc1ncc(CO)c2c1OC(C)(C)OC2
  -4%	i	29	-10%	-18%	-0.7	50	-5%	-0.2%	9.0%	i	0.9
(9) O=C(c1ccc(Cl)c(Cl)c1)N1CCC(O)(CN2CCOCC2)CC1
  5%	i	26	0%	-33%	6.4	46	1%	-0.3%	-2.6%	i	0.1
(10) Cc1cc(=O)n2[nH]c(C)c(-c3ccc(Cl)cc3)c2n1
  -21%	i	42	20%	36%	0.6	58	3%	-0.1%	-3.8%	i	1.1
(11) CC(C)=C1C2C=CC1C1C(=O)N(c3ccc4c(c3)OCO4)C(=O)C21 (configuration not stated)
  35%	i	45	17%	-30%	3.1	51	-2%	0.1%	6.9%	i	1.0
(12) COC(=O)c1cc(OC)c(OC)cc1N
  8%	i	18	14%	-44%	-0.9	83	10%	0.3%	-3.5%	i	0.5
(13) Cc1sc2nc(CSc3nc4ccccc4c(=O)n3CCCN3CCOCC3)[nH]c(=O)c2c1C
  -10%	i	52	-2%	-4%	0.2	99	90%*	-0.1%	-3.6%	+	1.2*
(14) CCOC(=O)c1ccc(NC(=O)CCC(=O)NCc2ccco2)cc1
  8%	i	56	-11%	-27%	-0.4	67	-8%	-0.1%	-3.1%	i	0.0
(15) O=C(NCCN1CCOCC1)c1ccc(Cl)c(Cl)c1
  6%[20 µM]	i	63	-11%	-34%	0.1	69	-4%	-0.2%	-9.2%	i	0.0
(16) Cc1ccc(CNS(=O)(=O)c2ccc(C)s2)cc1
  -18%	i	41	6%	34%	-0.9	45	-12%	-0.1%	5.3%	i	0.7
(17) CCOC(=O)c1c(C)c(C(=O)NCc2cccs2)c(C)n1CC
  -9%	i	44	4%	-8%	-0.3	60	5%	-0.2%	22%	i	1.2
(18) c1ccc(Nc2ccccn2)nc1
  19%	i	23	-5%	-12%	1.7	60	3%	0.0%	0.8%	i	0.4
(19) CCOC(=O)c1c(-c2ccccc2)csc1NC(=O)CCN1CCOCC1
  -36%	i	37	17%	43%	6.1	68	-2%	-0.4%	1.6%	i	0.1
(20) CCC(C)(NC(=O)c1ccc2c(c1)OCO2)C(=O)NC1CCCCC1 (configuration not stated)
  2%	i	37	3%	-35%	0.8	62	0%	-0.3%	-2.4%	i	0.3
(21) CS(=O)(=O)N(CC(=O)Nc1ccccc1C(=O)N1CCOCC1)c1cccc(F)c1
  1%	i	44	-8%	-17%	0.8	68	16%	-0.1%	6.2%	i	0.9
(22) O=C(O)/C(=C1/OC(=O)c2ccccc21)c1ccccc1
  7%	i	39	1%	-8%	0.1	40	1%	-0.1%	-7.1%	i	1.1
(23) Cc1cccc(N=Nc2cn[nH]c2-c2ccco2)c1
  -20%	i	56	-72%	2%	6.9	57	0%	0.2%	-4.6%	i	0.0
(24) CCCCOC(=O)n1c(=O)oc2cc(S(=O)(=O)N3CCCCC3)ccc21
  -5%	i	8	6%	·	3.6	71	10%	-0.1%	-0.7%	i	0.7
(25) Nc1nc(N2C(=O)C3CC=CCC3C2=O)nn1-c1ccccc1 (configuration not stated)
  30%	i	46	-10%	-17%	-1.0	43	1%	-0.1%	-1.0%	i	9.7
(26) CCC(C)NC(=O)c1cc(Cl)ccc1OC (configuration not stated)
  -24%	i	42	-3%	20%	-0.7	68	-11%	0.0%	1.6%	i	1.3
(27) CCCCOC(=O)CSc1nc2c(cc1C#N)C(=O)CC(C)(C)C2
  9%	i	51	9%	-16%	1.8	58	1%	-0.2%	-1.4%	i	1.6
(28) Cc1csc(NC(=O)CSc2nnc(-c3cccnc3)o2)n1
  17%	i	61	-10%	-22%	0.2	66	4%	0.6%	-6.0%	i	0.5
(29) CC1(C)CC(=O)C(C=NCC2CCN(C(=O)Nc3ccc(Cl)c(Cl)c3)CC2)=C(O)C1
  -4%	i	26	6%	-1%	0.0	39	-3%	0.6%	-1.1%	i	1.0
(30) c1csc(-c2cnc3ccccc3n2)c1
  -4%	i	15	-54%	-70%	-2.4	74	1%	-0.2%	-1.3%	i	0.6
(31) CC(C)OC(=O)CN1CCN(c2ccc(Cl)cc2)CC1
  -14%	i	59	1%	-34%	-1.0	71	13%	0.9%	-2.0%	i	0.4
(32) O=c1[nH]c2ccc(Cl)cc2c(=O)n1Cc1ccco1
  43%	i	55	12%	-10%	0.8	35	2%	0.0%	-6.9%	i	0.7
(33) COc1ccccc1N(CC(=O)NC1CCCC1)C(=O)C1(C)CC(=O)N=C2C=CC(C)=CN21 (configuration not stated)
  17%	i	18	19%	-4%	-0.7	39	2%	-0.1%	-2.5%	i	0.3
(34) COc1cccc(CNC(=O)C2CCCN(c3ncnc4c3nc3n4CCCCC3)C2)c1 (configuration not stated)
  -16%	i	30	20%	-27%	2.1	72	9%	0.3%	-2.6%	i	3.5
(35) CC(=O)c1ccc(OCc2cc(C(=O)N(C)Cc3ccon3)no2)cc1
  -24%	i	55	4%	-29%	-1.1	51	-9%	-0.1%	7.5%	i	1.0
(36) COc1ccc(-c2cc(C(=O)NC3CCCCC3)no2)cc1OC
  -7%	i	19	-103%	13%	0.8	43	5%	0.3%	-3.9%	i	0.5
(37) CC1CCCCN1CCCNC(=O)c1ccc2c(=O)n(CCc3ccccc3)c(=O)[nH]c2c1 (configuration not stated)
  14%	i	32	13%	-12%	-1.2	75	14%	0.2%	-2.6%	i	0.5
(38) Cc1nn(-c2ccccc2)c(Cl)c1C(=O)N(C)c1nc(-c2ccc(F)cc2)cs1
  2%	i	31	7%	-48%	4.9	92	3%	-0.2%	-5.9%	·	·
(39) O=C(NC(=S)NC1CCS(=O)(=O)C1)c1ccccc1 (configuration not stated)
  8%	i	7	-1%	-18%	-0.2	70	8%	-0.1%	1.7%	i	0.4
(40) Cc1ccc2cc(C)c3nnc(SCC(=O)Nc4nc5c(s4)CCCC5)n3c2c1
  5%	·	·	20%	-6%	·	·	10%	-0.1%	-1.5%	·	·
(41) Cn1cccc1Cc1nnc(SCC(=O)NCC2CCCO2)n1-c1ccc(F)cc1 (configuration not stated)
  -17%	i	30	17%	-4%	-4.2	47	1%	-0.1%	-2.9%	i	0.9
(42) O=C(CSc1nnc(C2COc3ccccc3O2)o1)N1CCN(c2ccccc2)CC1 (configuration not stated)
  9%	i	12	-4%	-25%	-1.1	73	0%	-0.3%	3.4%	i	0.1
(43) Cc1ccc(NC(=O)CSc2nnc(-c3ccccn3)n2N)cc1F
  23%	i	26	2%	-12%	-0.3	49	13%	-0.1%	0.3%	i	0.5
(44) O=C(CCC1COc2ccccc2O1)N1CCCC1 (configuration not stated)
  6%	i	48	-8%	·	1.7	65	8%	0.0%	-0.3%	i	1.6
(45) NC(=O)CC(NC(=O)Cc1ccc(Br)cc1)c1ccc(NCCc2cccc(F)c2)c([N+](=O)[O-])c1 (configuration not stated)
  28%	i	40	15%	-1%	-2.9	88	8%	1.3%	1.2%	i	1.1
(46) CC(C)(C)C(=O)Cn1ncc(Cl)c(Cl)c1=O
  10%	·	·	·	·	·	·	2%	0.2%	-2.7%	i	0.3
(47) COc1ccc(C(NC(N)=O)c2ccccc2)cc1 (configuration not stated)
  -38%	i	20	-17%	-8%	0.0	53	6%	-0.1%	3.0%	i	6.0
(48) CC1CCCN(S(=O)(=O)c2ccc(C(=O)Nc3nnc(-c4ccccn4)o3)cc2)C1 (configuration not stated)
  -34%	i	60	17%	12%	0.9	95	-5%	0.8%	-4.0%	i	0.3
(49) CCn1c(Cn2nnc(-c3ccccc3)n2)nnc1SCC(=O)Nc1ccc(N(C)C)cc1
  -6%	i	65	2%	0%	-0.7	50	6%	0.6%	0.1%	i	4.8
